MEKK2 mut-MEK5 – signal of MEK5 binding to mutant human MEKK2 PB1 domain. bead flow cytometry, Alexa488-MEK5 binding to MEKK2 mutant. percent response, % at 10 µM. actives 0.35% (n = 290,000); in the data active means percent response above about 24%, passing the limit was not always enough; further: inactives centre near 1; some results filed as inactive read as strong as hits; reference of the scale not given here
MEKK2wt PB1 HTS – raises or lowers MEK5 binding to wildtype human MEKK2 PB1 domain | Q9Y2U5 | bead flow cytometry, Alexa488-MEK5 binding to MEKK2 WT; actives lie on both sides | binding response (% of control), % at 10 µM | actives 1.1% (n = 290,000) | AID 1531; in the data active means binding response below about 67% or above about 130%
UBC9 SUMO inh – inhibitors of human SUMOylation (UBC9); P63279; HTRF SUMOylation assay, SAE1/SAE2 + UBC9, in vitro; inhibition, % at 35 µM; actives 0.36% (n = 290,000); in the data active means inhibition above about 50%, passing the limit was not always enough; further: strong numbers were not always called active
Target sequence (P63279 whole entry, looked up): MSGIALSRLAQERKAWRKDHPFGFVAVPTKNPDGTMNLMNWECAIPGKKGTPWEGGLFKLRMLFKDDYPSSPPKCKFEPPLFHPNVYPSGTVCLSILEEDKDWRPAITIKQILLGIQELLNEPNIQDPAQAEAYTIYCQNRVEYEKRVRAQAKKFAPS
MEKK3 PB1 HTS – raises or lowers MEK5 binding to the human MEKK3 PB1 domain | bead-based flow cytometry, Alexa488-MEK5 binding to MEKK3; actives lie on both sides; 0 = blocked by unlabeled MEK5, 100 = vehicle | Q99759 | actives 1.4% (n = 290,000) | binding response (% of control), % at 10 µM;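 active means binding response more than 3 SD above or below the average of its plate-row segment, actives on both sides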;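 further: Alexa488 bead fluorescence after subtracting the streptavidin-only scavenger bead signal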
Target sequence (Q99759 whole entry, looked up, the tested form may be a part): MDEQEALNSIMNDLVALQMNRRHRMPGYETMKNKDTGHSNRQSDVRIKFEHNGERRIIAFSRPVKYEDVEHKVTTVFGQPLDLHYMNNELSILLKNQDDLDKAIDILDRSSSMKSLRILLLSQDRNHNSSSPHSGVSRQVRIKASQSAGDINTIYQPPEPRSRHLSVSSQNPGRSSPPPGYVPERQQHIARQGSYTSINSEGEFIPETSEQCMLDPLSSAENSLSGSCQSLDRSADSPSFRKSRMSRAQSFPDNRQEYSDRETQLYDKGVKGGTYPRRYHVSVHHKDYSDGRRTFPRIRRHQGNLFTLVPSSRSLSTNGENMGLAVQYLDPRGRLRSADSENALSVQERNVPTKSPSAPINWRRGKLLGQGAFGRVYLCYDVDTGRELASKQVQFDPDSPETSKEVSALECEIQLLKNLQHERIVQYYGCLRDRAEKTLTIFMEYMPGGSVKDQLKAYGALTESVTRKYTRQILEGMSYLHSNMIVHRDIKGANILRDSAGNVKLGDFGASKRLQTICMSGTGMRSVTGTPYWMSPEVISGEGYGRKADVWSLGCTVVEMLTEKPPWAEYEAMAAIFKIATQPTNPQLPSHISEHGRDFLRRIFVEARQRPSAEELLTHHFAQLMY
CRFBP-R2 agonist – CRF-BP/CRF-R2 complex agonism; HEK293 CRF-R2/CRF-BP, calcium dye fluorescence (FLIPR); percent of saturating CRF peptide response; actives 0.46% (n = 350,000); activation, % at 13.2 µM; AID 588473;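 active means activation of at least 50%, plus an integration ratio under a set limit after plate pattern correction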;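 further: plate controls were neutral control wells without compound for no effect and CRF at EC100 for full effect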
GalR3 antag – antagonists of human GalR3; O60755; inhibition, % at 3 µM; HEK293 GalR3-CNG cAMP membrane potential fluorescence; galR3 body fused to GalR1 C-terminus; actives 0.44% (n = 360,000);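 active means inhibition above the screen-wide average plus 3 SD, cut at about 13% in these data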;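 further: forskolin and galanin both at EC90 stimulate the cells; cAMP rise reported by CNG channel membrane potential dye signal; 0% = forskolin plus galanin with DMSO and 100% = forskolin alone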
Target sequence (O60755 1-299 limits assumed): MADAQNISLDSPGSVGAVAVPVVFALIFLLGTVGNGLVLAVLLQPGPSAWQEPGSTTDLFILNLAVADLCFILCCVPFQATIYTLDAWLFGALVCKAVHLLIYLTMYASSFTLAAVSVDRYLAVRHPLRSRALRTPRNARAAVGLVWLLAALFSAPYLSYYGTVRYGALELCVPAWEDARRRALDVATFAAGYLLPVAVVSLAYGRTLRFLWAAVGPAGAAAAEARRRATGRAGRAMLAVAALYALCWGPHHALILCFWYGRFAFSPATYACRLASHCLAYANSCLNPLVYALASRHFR
DNA FID counter – displaces DNA intercalator in HCV helicase counter-screen. DNA fluorescent intercalator displacement, fluorescence. inhibition, % at 7.9 µM. actives 0.17% (n = 290,000); in the data active means inhibition above about 37%;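 further: 0% = vehicle and 100% = reference compound; higher means more ethidium bromide displaced from hairpin DNA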
CRFBP-R2 block – blocks CRF-induced signaling of the CRF-BP/CRF-R2 complex; HEK293 CRF-R2/CRF-BP, CRF-induced calcium fluorescence; inhibition, % at 11.8 µM; actives 0.59% (n = 350,000);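 active means inhibition of the ligand-induced calcium signal above about 50% at the single tested concentration, limit read from the data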
HCV NS3 hel inh – HCV NS3 helicase inhibition. actives 0.56% (n = 290,000). inhibition, % at 10.9 µM. NS3 helicase DNA unwinding, Cy5 molecular beacon fluorescence. AID 1800;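 active means inhibition above the mean of all tested compounds plus 3 SD, set per campaign, cut at about 35% in these data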;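 further: 0% = DMSO wells and 100% = thioflavine S control wells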
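Assay system – hepatitis C virus NS3 helicase domain fragment enzyme · Buffer or medium – MOPS pH 6.5, MgCl2, DTT, Tween20, BSA · Reagent – Cy5/quencher beacon DNA duplex and ATP to start · Compound – single 10.9 µM dose · Timing – 1 h at 25 °C · Technique – Cy5 beacon fluorescence read at start and 1 h · Measure – % inhibition of unwinding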
* hit, by the source's call; . = not tested or not shown; [ ] = dose if it differs, or a comment. Some of the compounds tested (hit frequency here may not be typical).

SMILES	MEKK2 mut-MEK5	MEKK2wt PB1 HTS	UBC9 SUMO inh	MEKK3 PB1 HTS	CRFBP-R2 agonist	GalR3 antag	DNA FID counter	CRFBP-R2 block	HCV NS3 hel inh
Cc1ccnc(NS(=O)(=O)c2cnc(Cl)c(Br)c2)c1	1.0	104.0	0.8	99.0	-2.4	-3.4	3.0	-5.5	-4.2
CC(=O)N(Cc1cc(=O)[nH]c2ccccc12)c1ccc(C)cc1	8.0	100.0	17.3	101.0	0.2	-2.5	-15.1	-16.8	0.7
Cc1cccnc1NC(=S)NCCc1ccccc1	-5.0	92.0	-4.5	88.0	-1.5	-5.7	-12.1	-1.9	-14.4
Nc1ccc(C(=O)Nc2ccccc2C(=O)O)cc1	-3.0	99.0	-0.1	102.0	-2.0	10.1	-2.5	17.7	3.1
Cc1ccccc1C(=O)NNC(=O)CCC(=O)Nc1cccc(Cl)c1C	0.0	108.0	-15.2	119.0	-2.6	-4.2	-5.5	0.8	6.0
COc1cc(NS(=O)(=O)c2ccc(Cl)cc2)c(C(=O)O)cc1OC	-2.0	101.0	3.8	100.0	-3.2	-1.7	-14.1	17.8	7.6
Cc1ccc(C)c(NC(=S)NC(C)C(c2ccccc2)N2CCN(C)CC2)c1 (stereo unspecified)	0.0	96.0	5.4	98.0	-0.1	-2.4	9.8	-4.8	-26.4
COc1ccccc1NS(=O)(=O)c1cccc(N2CC(O)=C(c3ccccc3)C2=N)c1	-1.0	104.0	2.1	105.0	-0.6	-1.8	-7.1	-9.8	-2.9
Cc1c(CC(=O)O)c(=O)oc2c(C)c(OCc3ccc(F)cc3F)ccc12	11.0	110.0	30.0	109.0	-2.4	-8.5	-17.0	-0.3	5.7
CCn1c(NC(=O)Nc2cccc(C)c2C)cc2sccc21	.	.	12.1	.	6.8	-0.6	-4.9	-2.9	17.0
O=C(Nc1ccc2c(c1)OCO2)N1CCN(C/C=C/c2ccccc2)CC1	4.0	100.0	3.2	102.0	-1.1	-6.5	-6.9	7.5	-0.8
COc1ccc(OC)c(CC(=O)N2CCc3cc(OC)c(OC)cc3C2)c1	1.0	95.0	12.1	93.0	-0.1	3.5	-29.7	-19.4	2.4
Cc1c(Br)c(O)c(Br)c2sc(=O)oc12	3.0	104.0	51.3	101.0	0.0	-2.5	10.4	0.7	6.7
O=C(C1CCC1)N1CCc2cc(S(=O)(=O)NCC3COc4ccccc4O3)ccc21 (stereo unspecified)	-2.0	89.0	1.7	87.0	1.0	-3.8	-14.3	-13.4	-21.0
COc1ccc(OC)c(N2Cc3cc(C)c(C)cc3C2)c1	-27.0	10.0*[inhibitor]	4.9	8.0*[inhibitor]	-0.6	-4.3	-11.3	7.2	13.0
Cc1ccc(S(=O)(=O)NCC(=O)OCc2ccccc2Br)cc1	-3.0	102.0	-7.9	103.0	-1.1	-7.5	-18.8	19.8	1.5
COc1cc(CNCCSc2nnnn2C)cc(OC)c1OC	2.0	99.0	-0.7	101.0	0.3	-3.4	-1.1	-12.2	-2.8
O=c1c2ccc(Cl)cc2nc(-c2cccc(C(F)(F)F)c2)n1O	15.0	111.0	33.3	111.0	69.0*	-0.3	-0.7	28.4	8.7
CCC(C)(C)n1nnnc1C(c1ccncc1)N1CCC(C)CC1 (stereo unspecified)	3.0	98.0	-41.2	100.0	-3.2	-5.0	-15.4	7.5	2.8
CCc1ccc(C2C(C#N)=C(N)Oc3n[nH]c(CC(=O)OC)c32)cc1 (stereo unspecified)	2.0	99.0	-9.2	103.0	2.4	3.2	-10.2	8.9	4.2
COC(=O)c1c(NC(=O)C(=O)NCCCN2CCOCC2)sc2c1CC(C)(C)OC2	9.0	102.0	5.5	104.0	-2.3	-5.9	-4.0	0.8	-4.6
CN1CCC23c4ccccc4NC1C21CCN(C)C3Nc2ccccc21	3.0	107.0	.	103.0	1.0	-2.4	.	15.7	.
Cc1ccc(NC(=S)NC2CCN(Cc3ccccc3)CC2)cc1C	5.0	117.0	11.5	102.0	0.9	-8.1	14.7	-11.2	-8.8
N/C(=N\NC(=O)c1ccccc1)c1cc2ccccc2oc1=O	-2.0	98.0	12.0	101.0	2.2	4.2	7.0	1.3	-16.4
COC(=O)[C@H](CCSC)NC(=O)[C@@H](Cc1cnc[nH]1)NC(=O)OCc1ccccc1	3.0	103.0	-4.3	106.0	0.5	8.2	-3.2	1.0	13.2

Entries above shown as hits in MEKK3 PB1 HTS.
SMILES	MEKK2 mut-MEK5	MEKK2wt PB1 HTS	UBC9 SUMO inh	MEKK3 PB1 HTS	CRFBP-R2 agonist	GalR3 antag	CRFBP-R2 block	HCV NS3 hel inh
COc1ccc(OC)c(N2Cc3cc(C)c(C)cc3C2)c1	-27.0	10.0*[inhibitor]	4.9	8.0*[inhibitor]	-0.6	-4.3	7.2	13.0

(further entries)
SMILES	MEKK2 mut-MEK5	MEKK2wt PB1 HTS	UBC9 SUMO inh	MEKK3 PB1 HTS	CRFBP-R2 agonist	GalR3 antag	DNA FID counter	CRFBP-R2 block	HCV NS3 hel inh
O=C1N/C(=N/N=C/c2ccc(F)cc2)SC1c1ccccc1 (stereo unspecified)	-30.0	92.0	9.2	88.0	-1.0	-2.3	-6.1	52.3*	1.2
O=C(CSCCO)Nc1nccs1	-6.0	100.0	-11.3	95.0	0.4	-0.1	1.8	-11.7	0.1
N#Cc1ccc(CSc2nnc(Nc3ccccc3)s2)cc1	3.0	104.0	0.9	102.0	-0.5	-4.5	-11.3	-3.8	6.2
COC(=O)c1sc(NC(=O)CSc2nnnn2C)nc1C	2.0	105.0	-2.0	103.0	0.3	-7.8	-1.3	1.1	-4.0
Cc1cnc(C(=O)OCC(=O)Nc2cccc(Cl)c2)cn1	3.0	103.0	17.1	103.0	-2.1	-5.6	4.6	17.6	-3.1
COc1cccc(-n2c(N)cc(=O)nc2SCC(=O)N2CCN(c3ccccc3)CC2)c1	9.0	109.0	13.9	106.0	-0.7	-1.7	-34.6	2.4	-1.2
COC(=O)C1C(=O)CC(C)(O)C(C(=O)OC)C1/C=C/c1ccccc1 (stereo unspecified)	-2.0	99.0	22.9	97.0	-0.3	1.1	-6.5	4.1	2.9
CCn1nc(C(=O)NC2=NCCS2)c2ccccc2c1=O	8.0	114.0	1.8	108.0	-1.5	-6.5	-4.3	18.9	9.0
Cn1c(SCC(=O)Nc2cccc(O)c2)nnc1-c1ccc(S(=O)(=O)N2CCOCC2)cc1	-1.0	91.0	17.4	98.0	-1.9	-5.5	-10.3	4.5	0.9
COc1ccc(NC(=S)N2CCc3ccccc3C2)cc1OC	-7.0	94.0	-0.4	86.0	-0.1	0.7	-6.8	7.5	-5.3
Cc1ccc2nc(NC(=O)C3CCCN(S(=O)(=O)c4cnc[nH]4)C3)sc2c1 (stereo unspecified)	4.0	107.0	5.4	105.0	-0.5	-3.0	-11.1	-5.2	1.0
COC(=O)[C@H](C)NC(=O)NCc1ccccc1	0.0	98.0	10.5	99.0	-1.5	-4.1	-2.4	5.8	-2.5
O=C(CCCn1cnc([N+](=O)[O-])n1)Nc1ccc(F)c(Cl)c1	-2.0	99.0	2.7	99.0	-2.3	-1.0	2.6	11.6	-3.2
Cc1cccc(C)c1-n1nnnc1S(=O)(=O)Cc1ccccc1Cl	3.0	101.0	-14.3	100.0	19.4	-5.5	-8.2	19.1	-12.8
COc1ccccc1N/C(N)=N/c1nc(C)cc(C)n1	12.0	114.0	-7.9	110.0	9.2	2.3	-5.8	0.0	1.3
Cc1ccc(-n2ncc3c(N4CCN(c5ccccc5)CC4)ncnc32)c(C)c1	2.0	100.0	-0.7	104.0	1.4	-3.2	-13.8	14.4	0.1
CSCCC(NC(=O)c1ccc(Cl)cc1Cl)C(=O)OCC(N)=O (stereo unspecified)	-20.0	86.0	21.1	90.0	-1.9	0.1	-7.8	6.1	-3.0
O=[N+]([O-])c1ccc(NCc2ccncc2)cc1	-6.0	103.0	10.2	97.0	-0.5	-8.6	-0.3	10.1	-14.0
Cc1c(C)c(C)c(S(=O)(=O)N2CCC3(CC2)OCCO3)c(C)c1C	7.0	108.0	0.4	103.0	1.7	-0.5	-36.5	-9.9	-8.2
Cc1c(C(=O)Nc2cccc([N+](=O)[O-])c2)cnn1-c1ccccc1	4.0	100.0	13.0	97.0	-3.0	-11.0	1.3	-11.4	-4.3
CCN(CC)C(=O)CSc1nnc(-c2ccc(S(=O)(=O)N3CCCC3)cc2)o1	-5.0	99.0	-2.5	99.0	0.8	0.3	-21.1	-12.4	-11.6
N#CC(C(=O)NC1CCCCC1)c1nc2ccccc2nc1N1CCN(c2ccc(F)cc2)CC1 (stereo unspecified)	-7.0	88.0	-6.6	92.0	.	.	-0.8	.	-6.6
CCOc1ccc(CCNC(=O)c2cc3c(C)nccc3[nH]c2=O)cc1OCC	5.0	98.0	-1.0	106.0	-2.6	4.3	-11.0	-6.3	-4.3
O=C(CSc1nc2ccsc2c(=O)n1CC1CCC(C(=O)O)CC1)c1ccc(Cl)cc1 (stereo unspecified)	-12.0	73.0	35.4	63.0	1.1	-3.0	-35.3	6.6	17.5
CCOC(=O)C(=O)/C(C#N)=C/Nc1ccc(F)cc1	7.0	107.0	8.4	106.0	2.5	-3.7	4.6	-13.4	-0.5

Molecules from the list above containing a COOH group, in the order listed:
SMILES	MEKK2 mut-MEK5	MEKK2wt PB1 HTS	UBC9 SUMO inh	MEKK3 PB1 HTS	CRFBP-R2 agonist	GalR3 antag	DNA FID counter	CRFBP-R2 block	HCV NS3 hel inh
Nc1ccc(C(=O)Nc2ccccc2C(=O)O)cc1	-3.0	99.0	-0.1	102.0	-2.0	10.1	-2.5	17.7	3.1
COc1cc(NS(=O)(=O)c2ccc(Cl)cc2)c(C(=O)O)cc1OC	-2.0	101.0	3.8	100.0	-3.2	-1.7	-14.1	17.8	7.6
Cc1c(CC(=O)O)c(=O)oc2c(C)c(OCc3ccc(F)cc3F)ccc12	11.0	110.0	30.0	109.0	-2.4	-8.5	-17.0	-0.3	5.7
O=C(CSc1nc2ccsc2c(=O)n1CC1CCC(C(=O)O)CC1)c1ccc(Cl)cc1 (stereo unspecified)	-12.0	73.0	35.4	63.0	1.1	-3.0	-35.3	6.6	17.5

(cont.)
SMILES	MEKK2 mut-MEK5	MEKK2wt PB1 HTS	UBC9 SUMO inh	MEKK3 PB1 HTS	CRFBP-R2 agonist	GalR3 antag	DNA FID counter	CRFBP-R2 block	HCV NS3 hel inh
O=C(CN1C(=O)c2ccccc2C1=O)Nc1ccc(N2CCOCC2)cc1	6.0	119.0	27.2	114.0	0.7	-2.0	1.4	-18.1	-3.8
Cc1ccccc1OCC(=O)Nc1ccccc1N1CCOCC1	1.0	99.0	8.2	101.0	0.0	-5.6	-30.9	12.8	-6.8
CCn1nc(NC(=O)C2CCCO2)c2cc3cccc(C)c3nc21 (stereo unspecified)	0.0	96.0	26.1	95.0	1.7	3.1	-22.6	-4.3	0.3
Cc1csc(NC(=O)CSc2nsc(SCC(=O)Nc3nc(C)cs3)c2C#N)n1	6.0	104.0	-7.3	103.0	0.0	-6.7	7.0	-27.7	-9.2
COc1ccc(-c2nn(-c3ccccc3)cc2C(=O)Nc2nccs2)cc1	-4.0	99.0	8.2	93.0	-0.8	-7.0	-7.9	-9.2	-25.1
Cc1c(NC2=NC3(CCCCC3)Cc3ccccc32)c(=O)n(C)n1-c1ccccc1	1.0	101.0	2.9	92.0	0.5	-1.2	-0.3	-3.5	-1.0
COc1cccc(C(O)CC(N)=O)c1 (stereo unspecified)	5.0	105.0	-23.1	103.0	1.5	1.8	0.3	-18.0	3.6
S=c1sc(SCCOc2ccccc2)nn1-c1ccccc1	1.0	104.0	10.7	132.0*	-1.5	-5.6	0.0	17.0	-10.7

Bioassay records from PubChem.
